Bioassay records as filed in PubChem BioAssay.
GLS inh – qHTS for Inhibitors of Glutaminase (GLS) | Potency, µM (series often up to 45.5 µM), for inactives: at the highest dose activity change, negative = inhibition, actives largely listed as inhibitors | Glutaminase kidney isoform, mitochondrial (Homo sapiens), O94925 | GLS enzymatic activity, qHTS titration | 410,000 tested, 0.21% active; also: potency is read from the fitted curve at half-maximal effect; % is scaled to controls: 0 for no effect and ±100 for the full control effect
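Assay buffer: 45 mM KH2PO4 pH 8.2, 0.02% Tween-20. hKGA acts on L-glutamine (1 mM solution added); product glutamate is reported by an oxidase/peroxidase Amplex Red coupling, with fluorescence taken at baseline and 30 min.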
ALOX12 inh – Primary qHTS assay for inhibitors of human arachidonate 12S-lipoxygenase (ALOX12): Round 2; AID 1671190, 2021; Potency, µM (titrated, usually from 108 µM), without a hit: at the top dose activity change, negative = inhibition, most hits filed as inhibitors; Polyunsaturated fatty acid lipoxygenase ALOX12 (Homo sapiens), P18054; purified 12hLO, xylenol orange hydroperoxide absorbance; 580,000 tested, 1.1% active; also: potency is read from the fitted curve at half-maximal effect; % is scaled to controls: 0 for no effect and ±100 for the full control effect
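Hydroperoxide product was detected by ferrous iron/xylenol orange as the 573 to 405 nm absorbance ratio. Arachidonic acid at 40 uM (final) was turned over for 30 min at room temperature by 150 nM human 12hLO, pH 7.0 Hepes buffer, after 15 min compound preincubation.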
JMJD2A Tudor – qHTS Assay for Inhibitors of JMJD2A-Tudor Domain; Lysine-specific demethylase 4A (Homo sapiens), O75164; AlphaScreen JMJD2A-Tudor / H3K4me3 peptide binding; Potency, µM (doses to about 114 µM), without a hit: top-dose activity change, negative = inhibition, actives largely listed as inhibitors; 390,000 tested, 4.4% active; AID 504339, 2011; also: potency is read from the fitted curve at half-maximal effect; % is scaled to controls: 0 for no effect and ±100 for the full control effect; nearly all actives have a fitted effect of over 50% in size
G9a block – qHTS Assay for Inhibitors of Histone Lysine Methyltransferase G9a. AID 504332, 2011. 350,000 tested, 8.8% active. Potency, µM (titrated, usually from 102 µM), inactives show top-dose activity, negative = inhibition, usual class: inhibitors. G9a H3K9 monomethylation, AlphaScreen, 2 h. Histone-lysine N-methyltransferase EHMT2 (Homo sapiens), Q96KQ7; also: potency is read from the fitted curve at half-maximal effect; % is scaled to controls: 0 for no effect and ±100 for the full control effect; nearly all actives have a fitted effect of over 75% in size
Target sequence (Q96KQ7 913-1193 limits assumed): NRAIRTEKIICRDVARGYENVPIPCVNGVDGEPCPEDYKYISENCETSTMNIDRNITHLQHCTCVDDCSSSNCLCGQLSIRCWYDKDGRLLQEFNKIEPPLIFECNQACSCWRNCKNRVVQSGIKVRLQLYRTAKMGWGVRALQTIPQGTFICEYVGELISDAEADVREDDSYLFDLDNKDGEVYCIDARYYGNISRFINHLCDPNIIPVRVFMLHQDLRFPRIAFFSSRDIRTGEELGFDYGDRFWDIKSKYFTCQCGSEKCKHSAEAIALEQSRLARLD
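Quantitative HTS format: methyltransferase activity on a biotin-tagged H3K9 peptide is measured by AlphaScreen, using a rabbit anti-monomethyl-H3K9 antibody with streptavidin donor and anti-IgG acceptor beads. Final levels are 20 nM enzyme, 500 nM peptide, 20 uM SAM; 2 h RT.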
HP1b binding inh – HTS for Inhibitors of HP1-beta Chromodomain Interactions with Methylated Histone Tails. Chromobox protein homolog 1 (Homo sapiens), P83916. AlphaScreen HP1-beta / biotin-H3K9me3 peptide binding. Potency, µM (highest dose often 114 µM), for the others: top-dose activity change, negative = inhibition, most hits filed as inhibitors. 390,000 tested, 0.56% active; also: potency is read from the fitted curve at half-maximal effect; nearly all actives have a fitted effect of over 70% in size; inactives centre near 23
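AlphaScreen: HP1-beta (50 nM) preformed 30 min with biotin-H3(1-18)K9me3 peptide (50 nM) in PBS pH 7.4, 0.01% Tween-20. Compound added for 30 min at RT, then streptavidin donor/nickel chelate acceptor beads (10 ug/mL) for 30 min.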
ERG Ets-DNA blk – qHTS for Small Molecule Inhibitors of the ERG Ets/DNA interaction | 370,000 tested, 0.028% active | Transcriptional regulator ERG (Homo sapiens), P11308 | fluorescence polarization, His-ERG Ets domain / labelled DNA | Potency, µM (series often up to 76.9 µM), without a hit: top-dose FP activity, negative = inhibition, most hits filed as inhibitors; active = well fitted inhibition curve with a large enough effect in the polarisation, with a control signal flat; inconclusive = small, poorly fitted or top-dose-only effect, or effect the other way, or a change in a side signal; inactive = no such curve, though single readings can be large or run the other way; the % refers to the polarisation;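 also: polarization taken with two DNA probes labelled with fluorescein and Texas red; potency is read from the fitted curve at half-maximal effect; % of control where 0% means no effect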
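His-tagged ERG Ets domain (1 uM in the protein solution; 300mM KCl, 50mM Tris-HCl, 1mM EDTA, 1mM DTT, pH 7.5) received compound, then a probe mix of 5 nM fluorescein-DNA and 100nM Texas-615-DNA. Fluorescence polarization was read for both dyes.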
PI4K2A inh – qHTS for small molecular inhibitors of PI4K2A; activity change, negative = inhibition, % at 76.9 µM; Phosphatidylinositol 4-kinase type 2-alpha (Homo sapiens), Q9BTU6; purified PI4K2A, ADP-Glo luminescence, 1 h; stronger effect = lower value; 420,000 tested, 0.13% active; in the data active = activity change below about -50%; inconclusive = mostly about -30% to -49%;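 also: -100% = wells without enzyme as full effect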
Target sequence (Q9BTU6 whole entry, looked up): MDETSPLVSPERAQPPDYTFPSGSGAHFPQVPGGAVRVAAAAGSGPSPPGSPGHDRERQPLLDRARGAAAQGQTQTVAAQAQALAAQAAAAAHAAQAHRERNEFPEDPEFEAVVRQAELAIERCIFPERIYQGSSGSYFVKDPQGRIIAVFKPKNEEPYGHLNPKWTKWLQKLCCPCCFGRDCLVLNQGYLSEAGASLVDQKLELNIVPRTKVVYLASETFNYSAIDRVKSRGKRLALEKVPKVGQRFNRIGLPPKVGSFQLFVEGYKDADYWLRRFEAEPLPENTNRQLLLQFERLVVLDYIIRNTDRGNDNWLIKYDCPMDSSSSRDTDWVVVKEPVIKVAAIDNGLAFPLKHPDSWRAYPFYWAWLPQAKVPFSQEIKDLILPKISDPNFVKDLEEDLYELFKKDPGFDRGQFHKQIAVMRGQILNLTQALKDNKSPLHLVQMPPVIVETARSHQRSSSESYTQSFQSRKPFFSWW
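ADP-Glo luminescence measured ADP generated by PI4K2A enzyme (4 ug/mL before mixing) with 1.2 mM PI substrate (pre-mix) and 300 microM ATP (pre-mix). Tris pH7.5 buffer with MgCl2, Triton X-100; 1 h reaction at ambient temperature.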
RGS4 inhibitor – Inhibitors of Regulator of G Protein Signaling (RGS) 4: qHTS | Regulator of G-protein signaling 4 (Homo sapiens), P49798 | Potency, µM (titrated, usually from 114 µM), for the others: at the top dose activity change, negative = inhibition, usual class: inhibitors | Transcreener GDP fluorescence polarization, RGS4-accelerated GTP hydrolysis | 390,000 tested, 0.039% active; also: potency is read from the fitted curve at half-maximal effect; % is scaled to controls: 0 for no effect and ±100 for the full control effect; nearly all actives have a fitted effect of over 75% in size; some results filed as inactive show a strong effect at the top dose
Target sequence (P49798 whole entry, looked up): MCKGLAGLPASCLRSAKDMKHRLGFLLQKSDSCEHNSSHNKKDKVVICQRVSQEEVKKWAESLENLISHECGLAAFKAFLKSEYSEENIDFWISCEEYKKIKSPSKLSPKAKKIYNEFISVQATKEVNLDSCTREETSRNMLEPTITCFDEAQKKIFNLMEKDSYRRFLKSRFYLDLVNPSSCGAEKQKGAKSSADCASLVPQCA
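MLSMR compounds (23 nl, pin-transferred) preincubated 10 min at room temperature with a 500nM (2x) first reagent, then RGS4 at 900nM (2x) plus Transcreener GDP mix added; fluorescence polarization (620/688 nm) read before and after 90 min at 30 °C.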
BAZ2B block – qHTS Assay for Inhibitors of BAZ2B; AlphaScreen BAZ2B-H3K14Ac peptide displacement; Bromodomain adjacent to zinc finger domain protein 2B (Homo sapiens), Q9UIF8; AID 504333, 2011; Potency, µM (top dose mostly 114 µM), inactives show at the top dose activity change, negative = inhibition, hits mostly inhibitors; 360,000 tested, 4.4% active; also: potency is read from the fitted curve at half-maximal effect; % is scaled to controls: 0 for no effect and ±100 for the full control effect; nearly all actives have a fitted effect of over 60% in size
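Protein-peptide AlphaScreen: BAZ2B 50 nM, b-H3K14Ac 50 nM, 1x PBS pH 7.4 + 0.01% Tween-20. Preincubation 30 min RT; cpd 30 min RT (top 110 uM); beads 20 min RT, light-protected.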
* marks the source's active call; other numbers are inactive results; ? = inconclusive; / = not tested or not shown; & = joins results of further samples; [ ] = remark or other dose. Unless noted, calls follow the shape of the dose curve; as a rule, active = well fitted curve in the direction sought with a large enough effect; inconclusive = small, poorly fitted or top-dose-only effect, or another doubt; inactive = no such curve, though single readings can be large; an effect the other way counts as inactive or inconclusive. An excerpt; count on the stated rates, not on these rows.

SMILES	GLS inh	ALOX12 inh	JMJD2A Tudor	G9a block	HP1b binding inh	ERG Ets-DNA blk	PI4K2A inh	RGS4 inhibitor	BAZ2B block
O=C(NCCN1CCCCC1)c1cc(COc2c(F)cccc2F)on1	2%	-24%	1%	/	20%	9%	-1	16%	-15%
CCn1nc(C)c(NC(=O)/C=C/c2cnn(C)c2)c1C	-6%	17%	6%	17%[59 µM]	29%	10%	3	-5%	1%
Cc1c(NC(=O)COC(=O)Cc2ccc(Br)cc2)c(=O)n(-c2ccccc2)n1C	2%	-3%	2%	3%[12.7 µM]	40%[activator]	14%	-5	32%	-4%
COC(=O)Cn1cnc2ccccc2c1=O	2%	146%[activator]	-4%	11%	23%	4%	-5	-22%	2%
O=C(CN1c2ccc(Br)cc2-c2ccccc2S1(=O)=O)N1CCCCC1	3%	7%	-15%	-22%[59 µM]	27%	-1%	2	8%	-19%
O=C(NCCCNC(=O)c1ccccc1Br)c1ccccc1Br	0%	1%	13%	/	38%	?	0	2%	8%
Cn1c(=O)c2[nH]c(CCCCCCCCc3nc4ccccc4[nH]3)nc2n(C)c1=O	0%	?	-12%	/	29%	-4%	-5	-7%	/
Cc1cccn2cc(-c3c[nH]c4ccccc34)nc12	5%	?	?	?	-19%	0%	-1	1%	-32%
Cc1c(CCC(=O)N2CCC[C@H]2C(=O)O)c(=O)oc2c(C)c3oc4c(c3cc12)CCCC4	?	34%	-26%	/	33%[activator]	-4%	-7	-13%	7%[57.1 µM]
O=C(COC(=O)/C=C/c1ccc(F)cc1)NCc1ccco1	0%	-18%	-24%	-4%	26%	0%	5	-6%	-14%
O=c1[nH]ncc2c3ccccc3n(Cc3ccc(F)cc3)c12	8%	34%[activator]	7%	17%[59 µM]	4%	-1%	-12	21%	10%
CCNc1c(NC(=O)c2cccs2)c(=O)oc2ccccc12	4%	0%	-13%	17%	25%	5%	-6	-13%	12%
CC(=O)C1=C(O)C(=O)N(Cc2ccco2)C1c1ccc2c(c1)OCO2 (stereo unspecified)	6%	?	-29%	50µM*	13%	1%	-2	-21%	-7%
CC1CN(CC(O)COC(c2ccccc2)c2ccccc2)CC(C)O1 (stereo unspecified)	3%	?	0.89µM*	35µM*	?	1%	3	-2%	56µM*
COc1ccc(NC(=O)Cn2c(=O)n(CC3CCCO3)c(=O)c3ccccc32)cc1 (stereo unspecified)	2%	-12%	1%	-5%[59 µM]	19%	1%	0	14%	-1%
Cc1ccccc1CNC(=O)Nc1cccs1	20%	?	-24%	7.1µM*	?	6%	-9	-31%	-28%
COc1ccc(N2CCN(C(=O)CCC(=O)N3CCOc4ccc(C)cc43)CC2)cc1	26%	-8%	?	/	-10%	6%	3	18%	-8%
O=C(Nc1nccs1)c1ccc(CSc2ccccc2)o1	1%	-1%	-5%	11%	32%	9%	0	5%	-9%
O=C1c2ccccc2C(=O)N1CCN1CCOCC1	0%	4%[57.4 µM]	1%	2%	98%[activator]	6%	-9	-15%	-6%
COc1ccc(/C=C/C(=O)c2ccc(C(=O)/C=C/c3ccc(OC)c(OC)c3)cc2)cc1OC	-8%	0%	-34%	18%	9%	5%	-1	-10%	-13%
CCc1ccc2[nH]c3nc(N/N=C/c4ccc(O)cc4O)nnc3c2c1	15%	33%[activator]	-14%	9%	27%	6%	-2	-4%	-31%
O=C(NCC1CCCO1)C1CCCN1C(=O)Nc1ccc(Cl)c(Cl)c1 (stereo unspecified)	3%	0%	-11%	-9%	30%	4%	6	-4%	-10%
Cc1cccc(OCC(=O)N(Cc2cccc(Cl)c2)Cc2ccco2)c1C	0%	0%	18%	66%[activator][59 µM]	85%[activator]	-14%	-1	-1%	50%[activator]
Cc1ccc(F)cc1NC(=O)CCc1c(C)nn(-c2ccc(N3CCOCC3)nn2)c1C	5%	-7%	-32%	4%[59 µM]	-14%	-4%	-1	10%	-7%
O=c1c2ccccc2ncn1-c1ccc(Cl)cc1	-4%&-3%	0%&-1%	-1%&-11%	-5%&16%	21%&31%	-11%&-3%	3&-1	?	3%&1%

Later entries.
SMILES	GLS inh	ALOX12 inh	JMJD2A Tudor	G9a block	HP1b binding inh	ERG Ets-DNA blk	PI4K2A inh	RGS4 inhibitor	BAZ2B block
COc1cc(OC)c(NC(=O)CS(=O)(=O)Cc2nc(-c3ccc(C)cc3)oc2C)cc1Cl	-3%	10%	-5%	?	32%	8%	-1	15%	-37%
O=C(COc1ccc(S(=O)(=O)N2CCOCC2)cc1)Nc1cccc([N+](=O)[O-])c1	-2%	-64%	-31%	39%	11%	0%	9	-24%	-23%
CN(C)CCNC(=O)Cc1ccc(NC(=O)N2CCCCc3ccccc32)cc1	9%	-18%	-1%	-4%[59 µM]	22%	-9%	-1	0%	-3%
Cc1cc(C)c2c(NC(=O)c3ccccc3)c(C(=O)Nc3ccc(F)cc3)sc2n1	-1%	-13%	-13%	6%[59 µM]	45%[activator]	-1%	-1	-1%	0%
Cc1cccc(OCC(=O)NCCCNC(=O)c2ccncc2)c1	0%	30%[activator]	-5%	12%	44%[activator]	-3%	-1	-1%	-17%
COc1ccc(S(=O)(=O)N2CCC(C(=O)NC(C)c3ccccc3)CC2)cc1 (stereo unspecified)	-1%	-13%	-1%	5%[59 µM]	39%[activator]	0%	0	13%	1%
COc1ccc(C2=NN(c3ccc(C=O)cc3)C(c3ccccc3)C2)cc1 (stereo unspecified)	3%	/	92%[activator]	147%[activator]	167%[activator]	-2%	5	8%	97%[activator]
CCOC(=O)Cc1ccc(NC(=O)N2CCSc3ccccc32)cc1	-10%	1%	-11%	5%[59 µM]	20%	0%	7	12%	-2%
O=C(O)Cc1ccc(N=Nc2c(O)c(C(=O)O)cc3ccccc23)cc1	71%[activator]	?	56µM*	40µM*	50µM*	18%	-6	-27%	28µM*
COc1ccc(OCCN(C)Cc2ccccc2)cc1	13%	-11%	-26%	?	10%	8%	0	11%	4%
O=C1NCC(Nc2ccc(Cl)cc2)C(=O)N1 (stereo unspecified)	9%	-12%	-8%	/	18%[57 µM]	-4%	3	-2%	/
COc1cc(NC(=S)Nc2ccccn2)cc(OC)c1OC	2%	?	?	?	13%	0%	1	-41%	-24%
COc1ccc2c(c1)[C@H]1[C@H](CO2)[C@H](c2ccccc2)[C@]2(C)C(=O)Nc3cc(OC)c(OC)cc3C(=O)N12	0%	1%	-29%	-11%[2.33 µM]	11%	4%	-4	-11%	-35%
CC(C)NC(=O)CN(Cc1ccc(F)cc1)C(=O)CCC(=O)Nc1ccccn1	-1%	-12%	7%	9%[59 µM]	15%	20%	1	-6%	-35%
Cc1cccc(NC(=S)N(CCN(C)C)Cc2cc3cccc(C)c3[nH]c2=O)c1	18%	-15%	-27%	13%[59 µM]	19%	?	2	-26%	-5%
O=S1(=O)N=C(N/N=C/C=C/c2ccccc2)c2ccccc21	8%	25%	?	3%	7%	-8%	5	-12%	?
CNC(=O)N(O)C1N(/N=C/c2ccc(SC)cc2)C(=S)SC1(C)C (stereo unspecified)	6%	4%	-24%	-1%	19%	-10%	-9	18%	-35%
COc1ccc(-c2cc(C(=O)O)sc2C)cc1	2%	-11%	-8%	20%[59 µM]	3%	2%	-3	15%	-13%
Cc1cccc(Cn2c(=O)n(-c3ccccc3C)c(=O)c3c2c2cc(C)ccc2n3C)c1	5%	-9%	21%	9%[59 µM]	64%[activator]	5%	4	-5%	-7%
O=C(Nc1nccc(-c2cccs2)n1)c1cccs1	9%	0%	-7%	41%[12.7 µM]	38%	-5%	-5	-29%	-8%
CC1CC(C)(C)NC(C)c2ccccc21 (stereo unspecified)	9%	-9%	-5%	-27%	14%	-8%	10	8%	10%
COc1ccc(NC(=O)CCNS(=O)(=O)c2ccc(C)c(C)c2)cc1OC	13%	-11%	-9%	5%	3%	-4%	4	2%	-13%

3 compounds picked at random from the list so far, as already listed:
SMILES	GLS inh	ALOX12 inh	JMJD2A Tudor	G9a block	HP1b binding inh	ERG Ets-DNA blk	PI4K2A inh	RGS4 inhibitor	BAZ2B block
CC(C)NC(=O)CN(Cc1ccc(F)cc1)C(=O)CCC(=O)Nc1ccccn1	-1%	-12%	7%	9%[59 µM]	15%	20%	1	-6%	-35%
COc1ccc2c(c1)[C@H]1[C@H](CO2)[C@H](c2ccccc2)[C@]2(C)C(=O)Nc3cc(OC)c(OC)cc3C(=O)N12	0%	1%	-29%	-11%[2.33 µM]	11%	4%	-4	-11%	-35%
CCOC(=O)Cc1ccc(NC(=O)N2CCSc3ccccc32)cc1	-10%	1%	-11%	5%[59 µM]	20%	0%	7	12%	-2%
